Screening data from PubChem.
Efa HMGR inh: E. faecalis class II HMG-CoA reductase inhibition; inhibition, % at 10 µM; AID 1066; hit rate 0.41% among 190,000; purified E. faecalis HMGR, NADPH absorbance 340 nm kinetic;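 active = inhibition above a set limit, the median over all tested compounds plus 3 SD, cut at about 9.5% in these data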;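 also: enzyme runs in reverse so mevalonate oxidation gives rising NADPH absorbance; 0% = complete reaction with DMSO and 100% = background rate lacking mevalonate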
PPARg SRC1 recr: agonists of human PPARgamma SRC-1 coactivator recruitment; P37231; PPARgamma-SRC-1 coactivator recruitment biochemical assay; activation, % at 8 µM; hit rate 0.41% among 200,000; AID 631; in the data active = activation above about 19%;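 also: 0% = DMSO and 100% = reference agonist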
Target sequence (P37231 whole entry, looked up): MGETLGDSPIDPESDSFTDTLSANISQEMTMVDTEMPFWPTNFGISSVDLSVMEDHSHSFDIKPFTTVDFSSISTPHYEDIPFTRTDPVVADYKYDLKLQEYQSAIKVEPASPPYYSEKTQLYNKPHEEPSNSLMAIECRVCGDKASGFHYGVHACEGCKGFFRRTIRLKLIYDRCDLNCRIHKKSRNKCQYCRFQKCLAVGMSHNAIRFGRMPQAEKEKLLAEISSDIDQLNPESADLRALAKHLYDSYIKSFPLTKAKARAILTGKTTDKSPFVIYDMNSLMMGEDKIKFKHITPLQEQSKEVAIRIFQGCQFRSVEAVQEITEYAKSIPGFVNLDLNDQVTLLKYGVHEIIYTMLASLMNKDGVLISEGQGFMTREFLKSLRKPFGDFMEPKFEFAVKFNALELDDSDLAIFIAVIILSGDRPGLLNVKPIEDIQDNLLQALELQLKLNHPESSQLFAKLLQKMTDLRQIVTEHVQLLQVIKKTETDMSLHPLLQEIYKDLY
TR-FRET SRC-2 ct: TR-FRET artefact, counter-screen to PPARgamma/SRC-2 agonist assay. hit rate 0.4% among 200,000. TR-FRET ratio at 8 µM. AID 1049. active compounds read high; in the data active = TR-FRET ratio above about 2000; also: inactives centre near 1500
bIAP inh: blocks bovine intestinal alkaline phosphatase activity. 190,000 tested, under 10 active. inhibition, % at 20 µM. AID 1019. purified bovine IAP, CDP-star luminescence, 30 min;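 active = over 50% inhibition of intestinal alkaline phosphatase at 20 µM in the single-dose screen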
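Incubation: 30 min reaction at room temperature / Material: purified bovine intestinal alkaline phosphatase (IAP) enzyme / Input: enzyme at 1/65,000,000 dilution / Dosing: 20 µM single dose / Signal: CDP-star luminescence signal / Reagent: CDP-star chemiluminescent phosphatase substrate, 30 µM final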
TNAP inh no acc: blocks human TNAP activity with no phosphate acceptor present; inhibition, % at 20 µM; hit rate 0.26% among 200,000; P05186; purified TNAP, CDP-star luminescence, 30 min; AID 1012;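 active = tissue-nonspecific alkaline phosphatase inhibition above about 50% at 20 µM in the single-dose screen, limit read from the data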;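 also: 0% = DMSO negative control and 100% = EDTA positive control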
Target sequence (P05186 whole entry, looked up): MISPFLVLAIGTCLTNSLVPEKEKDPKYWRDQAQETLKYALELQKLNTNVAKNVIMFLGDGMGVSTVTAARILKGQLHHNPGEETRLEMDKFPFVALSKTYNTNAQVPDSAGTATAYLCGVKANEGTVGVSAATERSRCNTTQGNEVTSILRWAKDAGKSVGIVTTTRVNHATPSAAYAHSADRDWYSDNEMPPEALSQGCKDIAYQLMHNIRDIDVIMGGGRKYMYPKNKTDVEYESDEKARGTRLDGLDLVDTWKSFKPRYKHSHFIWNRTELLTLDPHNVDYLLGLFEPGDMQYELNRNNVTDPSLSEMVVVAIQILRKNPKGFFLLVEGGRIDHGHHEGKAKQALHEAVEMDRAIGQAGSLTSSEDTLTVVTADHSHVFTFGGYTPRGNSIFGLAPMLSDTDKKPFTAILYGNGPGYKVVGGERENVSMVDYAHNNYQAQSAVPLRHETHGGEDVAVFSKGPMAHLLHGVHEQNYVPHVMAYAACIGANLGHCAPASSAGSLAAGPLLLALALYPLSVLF
PPARg SRC2 recr: agonists of SRC-2 recruitment by human PPARgamma; P37231; PPARgamma LBD-SRC-2 recruitment, biochemical; activation, % at 8 µM; hit rate 0.34% among 200,000; AID 1032; in the data active = activation above about 22%;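 also: 0% = vehicle and 100% = reference agonist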
PPARg SRC-3 ag: promotes SRC-3 coactivator recruitment by human PPARgamma | biochemical PPARgamma/SRC-3 coactivator recruitment assay | activation, % at 8 µM | P37231 | hit rate 0.26% among 200,000; in the data active = activation above about 23%;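 also: 0% = DMSO and 100% = reference agonist; some compounds past the cut are filed as inactive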
TNAP inh hiacc: inhibitors of human TNAP at high phosphate acceptor concentration | P05186 | purified TNAP, CDP-star luminescence, 1 M DEA | inhibition, % at 20 µM | hit rate 0.03% among 200,000 | AID 1135;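 active = over 50% inhibition of tissue-nonspecific alkaline phosphatase at 20 µM in the single-dose screen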;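 also: plate controls were DMSO wells for no effect and EDTA-quenched wells as full inhibition for full effect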
TNAP act hi DEA: increases human TNAP activity under high phosphate acceptor concentration; activation factor at 20 µM; purified TNAP, CDP-star luminescence, 1 M DEA, 30 min; active compounds read high; 0 = EDTA background, 1 = DMSO-only activity; 200,000 tested, under 10 active; P05186;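 active = activation factor at least 2 at 20 µM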
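Assay system: human TNAP; Input: enzyme diluted 1/800 final; Reagent: CDP-star luminogenic substrate at 100 µM final; Timing: 30 min, room temperature; Signal: luminescence; Evaluation: TNAP activation factor scaled between EDTA and DMSO control wells.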
bIAP act: intestinal alkaline phosphatase (bovine) activation | purified bovine IAP, CDP-star luminescence, 30 min; active compounds read high; fold of DMSO-control signal, blank-subtracted | activation factor at 20 µM | hit rate 0.17% among 200,000;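 active = activation factor of 2 or more at 20 µM, a signal rise over negative controls twice the positive control's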
Active calls of the source: *.

What do the screens show for `COc1ccc(C2CC(C(F)(F)F)n3nc(C(N)=O)c(Cl)c3N2)cc1OC` (stereo not given)?
Efa HMGR inh: -1; PPARg SRC1 recr: -6; TR-FRET SRC-2 ct: 1499; bIAP inh: 12; TNAP inh no acc: -9; PPARg SRC2 recr: -6; PPARg SRC-3 ag: -10; TNAP inh hiacc: -4; TNAP act hi DEA: 1; bIAP act: 0.9

How did CC(C)CC(NC(=O)c1ccccc1)C(=O)OCC(=O)Nc1ccc(S(N)(=O)=O)cc1 (stereo not given) do in these assays?
Efa HMGR inh: -5; PPARg SRC1 recr: -8; TR-FRET SRC-2 ct: 1261; bIAP inh: 11; TNAP inh no acc: 1; PPARg SRC2 recr: -3; PPARg SRC-3 ag: -3; TNAP inh hiacc: 0; TNAP act hi DEA: 1; bIAP act: 0.9

How did O=C(Cn1[nH]c(=O)c2ccccc2c1=O)Nc1ccc2c(c1)CCC2 do in these assays?
Efa HMGR inh: -5; PPARg SRC1 recr: 4; TR-FRET SRC-2 ct: 1598; bIAP inh: 9; TNAP inh no acc: 10; PPARg SRC2 recr: 2; PPARg SRC-3 ag: -1; TNAP inh hiacc: -5; TNAP act hi DEA: 1.1; bIAP act: 0.9

Results for CCOC(=O)CSC1=C(C#N)C(c2ccc(OC)cc2)C2=C(CC(C)(C)CC2=O)N1 (stereo not given) ?
Efa HMGR inh: -4; PPARg SRC1 recr: 3; TR-FRET SRC-2 ct: 1919; bIAP inh: 0; TNAP inh no acc: -14; PPARg SRC2 recr: 3; PPARg SRC-3 ag: 4; TNAP inh hiacc: -4; TNAP act hi DEA: 1; bIAP act: 1

What do the screens show for `CCOC(=O)CNc1nc(Cl)nc(Nc2ccccc2)n1`?
Efa HMGR inh: 0; PPARg SRC1 recr: -2; TR-FRET SRC-2 ct: 1559; bIAP inh: -5; TNAP inh no acc: -3; PPARg SRC2 recr: -5; PPARg SRC-3 ag: -3; TNAP inh hiacc: -1; TNAP act hi DEA: 1; bIAP act: 1

How did O=C(Oc1ccc(O)cc1)C12CC3CC(CC(C3)C1)C2 do in these assays?
Efa HMGR inh: 1; PPARg SRC1 recr: 3; TR-FRET SRC-2 ct: 1531; bIAP inh: -1; TNAP inh no acc: 5; PPARg SRC2 recr: 3; PPARg SRC-3 ag: 1; TNAP inh hiacc: -2; TNAP act hi DEA: 1; bIAP act: 1

How did C/C(=N/OCC(=O)NCCCCCCNC(=O)CO/N=C(/C)c1cccs1)c1cccs1 do in these assays?
Efa HMGR inh: 0; PPARg SRC1 recr: 0; TR-FRET SRC-2 ct: 1641; bIAP inh: 38; TNAP inh no acc: -11; PPARg SRC2 recr: 2; PPARg SRC-3 ag: 4; TNAP inh hiacc: 3; TNAP act hi DEA: 1; bIAP act: 0.6

Results for CCS(=O)(=O)c1ccc(NC(=O)c2ccccc2Cl)c(O)c1 ?
Efa HMGR inh: -10; PPARg SRC1 recr: 3; TR-FRET SRC-2 ct: 1459; bIAP inh: 7; TNAP inh no acc: 0; PPARg SRC2 recr: -4; PPARg SRC-3 ag: 4; TNAP inh hiacc: -4; TNAP act hi DEA: 1; bIAP act: 0.9

How did Cc1cc(NC(=O)CSc2ccc(-c3nc4cc(C)c(C)cc4[nH]3)cn2)no1 do in these assays?
Efa HMGR inh: -6; PPARg SRC1 recr: 2; TR-FRET SRC-2 ct: 1545; bIAP inh: 4; TNAP inh no acc: -9; PPARg SRC2 recr: -9; PPARg SRC-3 ag: -16; TNAP inh hiacc: -5; TNAP act hi DEA: 1.1; bIAP act: 1

How did COc1cc(/C=N/Nc2ccc(S(N)(=O)=O)cc2)cc(OC)c1OC do in these assays?
Efa HMGR inh: -5; PPARg SRC1 recr: 7; TR-FRET SRC-2 ct: 1540; bIAP inh: -5; TNAP inh no acc: -9; PPARg SRC2 recr: 1; PPARg SRC-3 ag: 7; TNAP inh hiacc: -4; TNAP act hi DEA: 1; bIAP act: 1.1

The list goes on (3 carried over from the part before).
Results for CCS(=O)(=O)c1ccc(NC(=O)c2ccccc2Cl)c(O)c1 ?
Efa HMGR inh: -10; PPARg SRC1 recr: 3; TR-FRET SRC-2 ct: 1459; bIAP inh: 7; TNAP inh no acc: 0; PPARg SRC2 recr: -4; PPARg SRC-3 ag: 4; TNAP inh hiacc: -4; TNAP act hi DEA: 1; bIAP act: 0.9

How did Cc1cc(NC(=O)CSc2ccc(-c3nc4cc(C)c(C)cc4[nH]3)cn2)no1 do in these assays?
Efa HMGR inh: -6; PPARg SRC1 recr: 2; TR-FRET SRC-2 ct: 1545; bIAP inh: 4; TNAP inh no acc: -9; PPARg SRC2 recr: -9; PPARg SRC-3 ag: -16; TNAP inh hiacc: -5; TNAP act hi DEA: 1.1; bIAP act: 1

How did COc1cc(/C=N/Nc2ccc(S(N)(=O)=O)cc2)cc(OC)c1OC do in these assays?
Efa HMGR inh: -5; PPARg SRC1 recr: 7; TR-FRET SRC-2 ct: 1540; bIAP inh: -5; TNAP inh no acc: -9; PPARg SRC2 recr: 1; PPARg SRC-3 ag: 7; TNAP inh hiacc: -4; TNAP act hi DEA: 1; bIAP act: 1.1

Results for Cc1onc(-c2ccccc2Cl)c1C(=O)Nc1nc2c(s1)CCCC2 ?
Efa HMGR inh: -3; PPARg SRC1 recr: -3; TR-FRET SRC-2 ct: 1446; bIAP inh: 5; TNAP inh no acc: 3; PPARg SRC2 recr: -7; PPARg SRC-3 ag: 0; TNAP inh hiacc: -7; TNAP act hi DEA: 1.1; bIAP act: 0.9

What do the screens show for `N/C(=N\OC(=O)c1ccc(Cl)cc1Cl)c1ccccc1`?
Efa HMGR inh: -3; PPARg SRC1 recr: 3; TR-FRET SRC-2 ct: 1489; bIAP inh: 37; TNAP inh no acc: -6; PPARg SRC2 recr: 1; PPARg SRC-3 ag: -13; TNAP inh hiacc: -4; TNAP act hi DEA: 1; bIAP act: 0.6

Results for COc1ccccc1N1CCN(/N=C/C=C\c2ccco2)CC1 ?
Efa HMGR inh: -3; PPARg SRC1 recr: 0; TR-FRET SRC-2 ct: 1445; bIAP inh: 4; TNAP inh no acc: -1; PPARg SRC2 recr: 2; PPARg SRC-3 ag: 11; TNAP inh hiacc: -5; TNAP act hi DEA: 1.1; bIAP act: 1

What do the screens show for `Cc1nn(C)cc1CN(C)Cc1c(C(=O)N(C)Cc2ccccc2)nc2ccccn12`?
Efa HMGR inh: 1; PPARg SRC1 recr: 9; TR-FRET SRC-2 ct: 1677; bIAP inh: -4; TNAP inh no acc: -8; PPARg SRC2 recr: -3; PPARg SRC-3 ag: 0; TNAP inh hiacc: -6; TNAP act hi DEA: 1.1; bIAP act: 1

How did COc1ccc(N/N=C(\C#N)C(N)=O)cc1 do in these assays?
Efa HMGR inh: -8; PPARg SRC1 recr: 16; TR-FRET SRC-2 ct: 1707; bIAP inh: -29; TNAP inh no acc: 7; PPARg SRC2 recr: 9; PPARg SRC-3 ag: 8; TNAP inh hiacc: 2; TNAP act hi DEA: 1; bIAP act: 1.3

How did COC(=O)c1cc(=O)c2ccc(OC)cc2o1 do in these assays?
bIAP inh: 10; TNAP inh no acc: -2; TNAP inh hiacc: -8; TNAP act hi DEA: 1.1; bIAP act: 0.9

Results for COc1ccc(N2CCN(C(=O)C(Cc3ccccc3)n3cccc3)CC2)cc1 (stereo not given) ?
Efa HMGR inh: 2; PPARg SRC1 recr: 4; TR-FRET SRC-2 ct: 1621; bIAP inh: 14; TNAP inh no acc: 4; PPARg SRC2 recr: -4; PPARg SRC-3 ag: -5; TNAP inh hiacc: -6; TNAP act hi DEA: 1.1; bIAP act: 0.9

How did COc1cc(C)nc(SCC(N)=O)n1 do in these assays?
Efa HMGR inh: -1; PPARg SRC1 recr: 1; TR-FRET SRC-2 ct: 1430; bIAP inh: 14; TNAP inh no acc: -11; PPARg SRC2 recr: 0; PPARg SRC-3 ag: -6; TNAP inh hiacc: -5; TNAP act hi DEA: 1; bIAP act: 0.9

What do the screens show for `Cc1ccc(S(=O)(=O)N2CCCC(C(=O)NCc3cccnc3)C2)cc1Cl` (stereo not given)?
Efa HMGR inh: 1; PPARg SRC1 recr: 3; TR-FRET SRC-2 ct: 1738; bIAP inh: -7; TNAP inh no acc: -2; PPARg SRC2 recr: 2; PPARg SRC-3 ag: -4; TNAP inh hiacc: -3; TNAP act hi DEA: 1; bIAP act: 1.1

What do the screens show for `COc1ccc(NC(=O)CC(NCCc2ccccc2)C(=O)O)c(OC)c1` (stereo not given)?
Efa HMGR inh: -2; PPARg SRC1 recr: 5; TR-FRET SRC-2 ct: 1604; bIAP inh: 5; TNAP inh no acc: -14; PPARg SRC2 recr: -6; PPARg SRC-3 ag: -3; TNAP inh hiacc: -9; TNAP act hi DEA: 1.1; bIAP act: 1

What do the screens show for `O=C1CCCN2N=C(SCC(=O)Nc3nccs3)SC2=N1`?
Efa HMGR inh: 0; PPARg SRC1 recr: 0; TR-FRET SRC-2 ct: 1535; bIAP inh: -3; TNAP inh no acc: -6; PPARg SRC2 recr: 0; PPARg SRC-3 ag: 2; TNAP inh hiacc: 1; TNAP act hi DEA: 1; bIAP act: 1

What do the screens show for `CC1=C(C(=O)OCc2ccccc2)C(c2ccc(C#N)cc2)NC(=O)N1CCCC(=O)O` (stereo not given)?
Efa HMGR inh: 4; PPARg SRC1 recr: -2; TR-FRET SRC-2 ct: 1528; bIAP inh: -1; TNAP inh no acc: -8; PPARg SRC2 recr: 3; PPARg SRC-3 ag: 1; TNAP inh hiacc: -7; TNAP act hi DEA: 1.1; bIAP act: 1

Results for CCN(C(=O)CSc1nnc(-c2c[nH]c3ccccc23)o1)C1CCS(=O)(=O)C1 (stereo not given) ?
Efa HMGR inh: -1; PPARg SRC1 recr: 0; TR-FRET SRC-2 ct: 1626; bIAP inh: 5; TNAP inh no acc: -6; PPARg SRC2 recr: 1; PPARg SRC-3 ag: 2; TNAP inh hiacc: 0; TNAP act hi DEA: 1; bIAP act: 0.9

Results for CC1(C)N([O-])C2=C(CCCC2)[N+]1=O ?
Efa HMGR inh: -2; PPARg SRC1 recr: -3; TR-FRET SRC-2 ct: 1460; bIAP inh: -24; TNAP inh no acc: -2; PPARg SRC2 recr: 5; PPARg SRC-3 ag: 1; TNAP inh hiacc: -3; TNAP act hi DEA: 1; bIAP act: 1.2

How did COc1cc(-c2nc3ccccc3s2)ccc1O do in these assays?
Efa HMGR inh: -2; PPARg SRC1 recr: 23*; TR-FRET SRC-2 ct: 2089*; bIAP inh: 2; TNAP inh no acc: -10; PPARg SRC2 recr: 30*; PPARg SRC-3 ag: 31*; TNAP inh hiacc: -4; TNAP act hi DEA: 1; bIAP act: 1

How did CNC(=O)[C@H](C)[C@@H]1C[C@@]1(C)[C@@H](NC(=O)OCc1ccccc1)c1ccccc1 do in these assays?
Efa HMGR inh: -8; PPARg SRC1 recr: 3; TR-FRET SRC-2 ct: 1380; bIAP inh: -4; TNAP inh no acc: -3; PPARg SRC2 recr: 7; PPARg SRC-3 ag: 3; TNAP inh hiacc: 2; TNAP act hi DEA: 1; bIAP act: 1

Results for Cc1cccc(Nc2ncccc2C(=O)O)c1C ?
Efa HMGR inh: 3; PPARg SRC1 recr: -12; TR-FRET SRC-2 ct: 1500; bIAP inh: 4; TNAP inh no acc: -9; PPARg SRC2 recr: 2; PPARg SRC-3 ag: 6; TNAP inh hiacc: -3; TNAP act hi DEA: 1; bIAP act: 1
